Bioassay records from PubChem.
POLH inh = blocks human DNA polymerase eta activity | AID 588591 | Q9Y253 | recombinant Pol eta, fluorescent DNA replication assay | Potency, µM (highest dose often 114 µM), for inactives: at the top dose activity change, negative = inhibition, most hits filed as inhibitors | 1.2% of 390,000 active; further: potency means the concentration at half of the fitted maximal effect; on the % scale 0 is the no-effect control and ±100 the full control effect
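Fluorescent replication assay: 50 nM final substrate added after a 15 min room-temperature compound preincubation with 10 nM enzyme. Signal taken at 0 min and again at 10 min.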
HP1b binding inh = blocks HP1-beta chromodomain binding to methylated histone tails | P83916 | AlphaScreen HP1-beta / biotin-H3K9me3 peptide binding | Potency, µM (top dose mostly 114 µM), without a hit: at the top dose activity change, negative = inhibition, actives largely listed as inhibitors | 0.56% of 390,000 active; further: potency means the concentration at half of the fitted maximal effect; nearly all actives have a fitted effect of over 70% in size; inactives centre near 23
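HP1-beta protein (50 nM final) preincubated 30 min at room temperature with biotinylated H3(1-18)K9me3 peptide (50 nM) in PBS pH 7.4, 0.01% Tween-20, then compound added for 30 min. AlphaScreen streptavidin donor/nickel chelate acceptor beads (10 ug/mL final), 30 min dark, luminescence read.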
GLS inhibitor = inhibitors of human glutaminase (GLS); Potency, µM (top dose mostly 45.5 µM), inactives show at the top dose activity change, negative = inhibition, actives largely listed as inhibitors; GLS enzymatic activity, qHTS titration; 0.21% of 410,000 active; further: potency means the concentration at half of the fitted maximal effect; on the % scale 0 is the no-effect control and ±100 the full control effect
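Assay buffer: 45 mM KH2PO4 pH 8.2, 0.02% Tween-20. hKGA acts on L-glutamine (1 mM solution added); product glutamate is reported by an oxidase/peroxidase Amplex Red coupling, with fluorescence taken at baseline and 30 min.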
Pin1 inhibitor = inhibitors of human Pin1; Q13526; Pin1 FP peptide displacement, HiFluor488, 10 min; Potency, µM (titrated, usually from 115 µM), inactives show at the top dose activity, negative = inhibition, most hits filed as inhibitors; 0.009% of 390,000 active; AID 504891; active means well fitted inhibition curve with a large enough effect in the polarisation, with a control signal flat, not every such curve was filed as active; inconclusive means small, poorly fitted or top-dose-only effect, or effect the other way, or a change in a side signal; inactive means no such curve, though single readings can be large or run the other way; the % refers to the polarisation; further: potency means the concentration at half of the fitted maximal effect; on the % scale 0 is the no-effect control and ±100 the full control effect
JMJD2A Tudor = blocks the human JMJD2A Tudor domain; O75164; AlphaScreen JMJD2A-Tudor / H3K4me3 peptide binding; Potency, µM (titrated, usually from 114 µM), without a hit: at the highest dose activity change, negative = inhibition, most hits filed as inhibitors; 4.4% of 390,000 active; further: potency means the concentration at half of the fitted maximal effect; on the % scale 0 is the no-effect control and ±100 the full control effect; nearly all actives have a fitted effect of over 50% in size
BAZ2B inh = blocks human BAZ2B | Potency, µM (highest dose often 114 µM), for inactives: at the highest dose activity change, negative = inhibition, usual class: inhibitors | AID 504333 | AlphaScreen BAZ2B-H3K14Ac peptide displacement | 4.4% of 360,000 active | Q9UIF8; further: potency means the concentration at half of the fitted maximal effect; on the % scale 0 is the no-effect control and ±100 the full control effect; nearly all actives have a fitted effect of over 60% in size
Target sequence (Q9UIF8 whole entry, looked up): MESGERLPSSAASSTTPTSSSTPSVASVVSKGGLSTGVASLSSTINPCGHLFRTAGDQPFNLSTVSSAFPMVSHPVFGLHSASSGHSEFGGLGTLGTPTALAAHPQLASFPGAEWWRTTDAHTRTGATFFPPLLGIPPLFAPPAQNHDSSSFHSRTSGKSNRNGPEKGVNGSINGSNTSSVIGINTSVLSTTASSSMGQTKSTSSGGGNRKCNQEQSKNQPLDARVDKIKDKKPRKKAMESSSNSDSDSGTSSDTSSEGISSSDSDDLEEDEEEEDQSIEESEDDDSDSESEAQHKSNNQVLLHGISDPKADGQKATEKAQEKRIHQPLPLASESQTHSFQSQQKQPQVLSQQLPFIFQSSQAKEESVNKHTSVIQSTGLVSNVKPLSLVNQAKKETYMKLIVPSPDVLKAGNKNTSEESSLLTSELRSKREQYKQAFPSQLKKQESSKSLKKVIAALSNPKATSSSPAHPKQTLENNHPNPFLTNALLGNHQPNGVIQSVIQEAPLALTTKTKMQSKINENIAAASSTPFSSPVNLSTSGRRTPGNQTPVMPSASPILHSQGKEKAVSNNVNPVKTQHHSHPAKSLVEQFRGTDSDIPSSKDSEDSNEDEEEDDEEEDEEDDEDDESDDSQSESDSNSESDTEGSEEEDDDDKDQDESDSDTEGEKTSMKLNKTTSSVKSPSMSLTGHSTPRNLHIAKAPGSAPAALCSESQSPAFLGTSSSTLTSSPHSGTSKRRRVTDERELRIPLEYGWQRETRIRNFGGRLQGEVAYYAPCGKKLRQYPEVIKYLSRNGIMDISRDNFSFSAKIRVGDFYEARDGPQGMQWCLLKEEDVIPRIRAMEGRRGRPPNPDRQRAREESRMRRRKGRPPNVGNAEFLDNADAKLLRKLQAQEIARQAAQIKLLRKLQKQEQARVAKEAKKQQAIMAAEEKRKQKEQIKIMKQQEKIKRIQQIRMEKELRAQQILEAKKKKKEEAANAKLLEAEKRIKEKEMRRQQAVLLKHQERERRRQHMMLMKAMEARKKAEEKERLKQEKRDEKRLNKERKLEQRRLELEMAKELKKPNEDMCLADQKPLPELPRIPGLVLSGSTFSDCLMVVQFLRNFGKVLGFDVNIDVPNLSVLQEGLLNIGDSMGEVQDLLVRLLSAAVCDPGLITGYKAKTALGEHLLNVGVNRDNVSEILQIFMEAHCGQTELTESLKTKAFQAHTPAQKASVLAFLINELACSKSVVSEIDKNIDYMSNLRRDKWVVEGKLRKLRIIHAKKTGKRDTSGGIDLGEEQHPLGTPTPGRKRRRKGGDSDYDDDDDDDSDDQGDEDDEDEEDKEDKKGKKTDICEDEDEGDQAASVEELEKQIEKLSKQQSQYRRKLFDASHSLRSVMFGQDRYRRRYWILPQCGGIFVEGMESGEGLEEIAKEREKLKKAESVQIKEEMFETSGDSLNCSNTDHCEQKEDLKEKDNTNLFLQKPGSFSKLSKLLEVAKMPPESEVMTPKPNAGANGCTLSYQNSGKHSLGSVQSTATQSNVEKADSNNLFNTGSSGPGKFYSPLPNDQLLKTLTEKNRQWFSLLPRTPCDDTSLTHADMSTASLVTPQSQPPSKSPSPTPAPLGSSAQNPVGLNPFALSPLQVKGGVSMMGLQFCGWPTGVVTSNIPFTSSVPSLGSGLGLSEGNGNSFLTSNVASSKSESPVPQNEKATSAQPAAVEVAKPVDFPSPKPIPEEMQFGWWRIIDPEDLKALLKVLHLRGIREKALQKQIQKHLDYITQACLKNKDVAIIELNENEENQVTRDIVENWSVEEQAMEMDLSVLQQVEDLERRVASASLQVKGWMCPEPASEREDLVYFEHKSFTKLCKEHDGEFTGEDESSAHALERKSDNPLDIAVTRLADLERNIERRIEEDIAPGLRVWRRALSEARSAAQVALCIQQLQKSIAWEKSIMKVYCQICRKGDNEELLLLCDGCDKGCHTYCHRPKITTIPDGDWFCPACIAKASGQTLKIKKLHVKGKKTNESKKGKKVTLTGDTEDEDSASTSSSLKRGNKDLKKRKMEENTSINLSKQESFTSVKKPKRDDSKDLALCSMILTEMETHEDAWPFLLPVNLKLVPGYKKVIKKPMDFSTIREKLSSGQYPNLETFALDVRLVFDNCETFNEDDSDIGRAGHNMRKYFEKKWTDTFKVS
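In this displacement format the biotinylated H3(5-23) peptide acetylated at Lys14 serves as ligand at 50 nM, with BAZ2B at 50 nM in PBS pH 7.4 containing 0.01% Tween-20. Donor and acceptor beads are 10 ug/mL final.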
G9a inh = G9a (human) methyltransferase inhibition; G9a H3K9 monomethylation, AlphaScreen, 2 h; Potency, µM (doses to about 102 µM), for the others: top-dose activity, negative = inhibition, actives largely listed as inhibitors; 8.8% of 350,000 active; AID 504332; further: potency means the concentration at half of the fitted maximal effect; on the % scale 0 is the no-effect control and ±100 the full control effect; nearly all actives have a fitted effect of over 75% in size
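Enzyme 20 nM + cpd, 15 min RT; add b-H3K9 pep 500 nM / SAM 20 uM; 2 h RT; anti-H3K9me1 Ab 0.5 ug/mL + SA donor / anti-rabbit acceptor beads 20 ug/mL each, 10 min; AlphaScreen read.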
Tb PGK inh = blocks T. brucei phosphoglycerate kinase | P07378 | Potency, µM (doses to about 57.5 µM), for inactives: top-dose activity change, negative = inhibition, usual class: inhibitors | 0.043% of 380,000 active | PGK/GAPDH coupled, Kinase-Glo luminescence, 60 min; further: potency means the concentration at half of the fitted maximal effect; on the % scale 0 is the no-effect control and ±100 the full control effect; nearly all actives have a fitted effect of over 60% in size
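Recombinant glycosomal PGK reaction used 1,3-bisphosphoglycerate generated in-well by GAPDH (100nM final) in 100mM TEA pH 7.6, 5mM MgCl2, 0.01% Tween-20. After 60 minutes at room temperature, ATP was read by Kinase-Glo Plus luminescence end-point.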
PI4K2A inh = PI4K2A (human) kinase inhibition; Q9BTU6; purified PI4K2A, ADP-Glo luminescence, 1 h; stronger effect = lower value; activity change, negative = inhibition, % at 76.9 µM; 0.13% of 420,000 active; AID 1346378; in the data active means activity change below about -50%; inconclusive means mostly about -30% to -49%;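 further: -100% = wells without enzyme as full effect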
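ADP-Glo luminescence measured ADP generated by PI4K2A enzyme (4 ug/mL before mixing) with 1.2 mM PI substrate (pre-mix) and 300 microM ATP (pre-mix). Tris pH7.5 buffer with MgCl2, Triton X-100; 1 h reaction at ambient temperature.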
Starred values were filed as active, the others as inactive; i = inactive; ? = inconclusive; · = not tested or not shown; [ ] = remark or other dose. Unless noted, the call rests on the fitted dose curve; in most records, active means well fitted curve in the direction sought with a large enough effect; inconclusive means small, poorly fitted or top-dose-only effect, or another doubt; inactive means no such curve, though single readings can be large; an effect the other way counts as inactive or inconclusive.

SMILES | POLH inh | HP1b binding inh | GLS inhibitor | Pin1 inhibitor | JMJD2A Tudor | BAZ2B inh | G9a inh | Tb PGK inh | PI4K2A inh
O=C(CN1C(=O)c2ccccc2S1(=O)=O)NCc1ccccc1Cl | 0% | 35% | -4% | 4% | -14% | -5% | -1% | i | -4
O=C1CN(C(=O)CN2C(=O)NC3(CCCCC3)C2=O)c2ccccc2N1 | -15% | 33% | 5% | 64%[activator] | -3% | 14% | 92%[activator] | -2% | 0
CCOC(=O)c1cnc2c(cnn2C)c1NCCC(O)C(F)(F)F (stereo not given) | -12% | 54% | 0% | 2% | -16% | -22% | 3% | -5% | -4
CN(C(=O)COC(=O)C1CCN(S(=O)(=O)c2c(Cl)cccc2Cl)CC1)C1CCS(=O)(=O)C1 (stereo not given) | -13% | 32% | -19% | 3% | -4% | 6% | ? | i | 2
CNC(=O)C1C2C=CC3(O2)C1C(=O)N(C1CC1)C3C(=O)NCc1ccc(OC)cc1 (stereo not given) | -9% | 23% | 7% | 7% | -1% | -3% | -2%[12.7 µM] | 3% | 8
O=C1CCC(O)CCN1CCSc1ccccc1 (stereo not given) | 5% | 34% | 0% | 0% | -5% | -7%[57.1 µM] | · | -9% | 2
Cc1ccc2cc(CNC[C@H]3O[C@@H](n4cc(C)c(=O)[nH]c4=O)C[C@@H]3O)c(N3CCOCC3)nc2c1 | -6% | · | -3% | · | · | · | · | i | -2
CCOC(=O)c1c(NC(=O)C2CCCCC2)sc2c1CCN(C(C)C)C2 | -19% | 11% | 4% | 3% | -30% | 2% | · | -2% | -2
Cc1[nH][nH]c(=O)c1C(c1ccc2c(c1)OCO2)c1c(C)[nH][nH]c1=O | -16% | 9% | 25% | -4% | -2% | -2% | 9% | -9% | -67*
Cc1ccc(NC(=O)N2N=C(c3ccc(F)cc3)CC2c2ccc(F)cc2)cc1 (stereo not given) | 0% | 1% | 6% | -2% | -18% | -31% | -1%[59 µM] | -1% | 1
Cc1ccc2nc(N3C(=O)C(O)=C(C(=O)c4ccc(C)o4)C3c3cccc(O)c3)sc2c1 (stereo not given) | -19% | -10% | -5% | ? | ? | ? | 32µM* | -1% | -4
CCOC(=O)COc1ccc(Br)cc1/C=C1\SC(N)=NC1=O | -8% | 4% | 1% | 3% | -32% | ? | · | -4% | -2
CSc1nnc(C)c(/C=C/NOCc2ccc(Cl)cc2)n1 | -11% | -18% | 0% | 1% | ? | ? | 13µM* | -2% | -3
CCCCn1c(N)c(N(Cc2ccccc2OC)C(=O)CCC(C)C)c(=O)[nH]c1=O | -9% | 24% | 3% | ? | -11% | -7% | · | 0% | 1
O=C(NCc1ccccc1F)C1CCCN(S(=O)(=O)N2CCOCC2)C1 (stereo not given) | -1% | 17% | -2% | -3% | -11% | 1% | 10%[59 µM] | -1% | 6
Cc1ccc(-c2nnc(SCC(=O)O)n2N)cc1 | -17% | 32% | -1% | 2% | -31% | 2% | -28%[59 µM] | -4% | -1
C/C(CCc1ccccc1)=N/NC(=O)C(=O)NCc1ccccc1 | -27% | 42%[activator] | -6% | 4% | -9% | ? | ? | -3% | 2
COc1cccc(C2C(=O)c3ccccc3C2=O)c1 | -13% | 26% | -10% | -4% | 2% | -28% | 50µM* | i | 1
CNC(=O)CSc1n[nH]c(-c2cc(Cl)ccc2OC)n1 | -13% | 22% | -8% | 2% | 4% | -8% | -27% | -9% | -4
Cn1c(CSc2nnc(SCc3ccccc3)s2)nc2ccccc21 | -11% | 35% | 0% | 14% | -13% | 1% | 12%[2.33 µM] | i | -1
O=C(CC1Oc2ccc(Cl)cc2NC1=O)NC1CCCCCC1 (stereo not given) | -12% | 48%[activator] | 0% | 0% | -8% | 10% | 79µM* | 3% | -6
O=C(O)Cn1c(=O)c2c3c(sc2n(Cc2ccccc2)c1=O)CCCC3 | -16% | 59%[activator] | 6% | -6% | 0% | 89µM* | -34% | · | -4
Cc1ccc(OCCSc2nc3ccccc3n2CC(=O)NC(C)C)cc1 | -11% | 43%[activator] | 1% | -4% | -7% | -27% | -41%[59 µM] | -10% | -7
COc1cc(C)c(S(=O)(=O)N2CCOCC2)c(C)c1C | -10% | 32%[activator] | -2% | 3% | 0% | -20% | 10% | -7% | -2
COc1cc(OC)c2c(=O)cc(-c3ccccc3)oc2c1 | -4% | 38% | 4% | -1% | -14% | -16% | -37%[59 µM] | i | -2
CCOc1ccc(NC(=O)c2c(C)nn(-c3ccc(F)cc3)c2-n2cccc2)cc1 | -11% | 17% | -8% | -7% | -8% | -6% | ? | -1% | -5
CNS(=O)(=O)c1ccc2nc(NC(=O)/C=C/c3ccco3)sc2c1 | -1% | 36% | 8% | ? | -14% | 10% | ? | -3% | -62*
O=c1n(-c2cccc(Cl)c2)c(=O)n2n1CCC2 | 14% | 18% | 6% | 4% | -4% | -36% | 16%[59 µM] | · | 1
O=C(CSc1c[nH]c2ccccc12)N1CCOCC1 | -15% | 13% | 10% | 3% | -12% | -2% | ? | -2% | 1
O=C(NCc1ccc(Cl)cc1)C1CCN(S(=O)(=O)Cc2ccccc2)CC1 | -16% | 34% | 1% | -6% | -2% | 7% | -8%[59 µM] | 5% | -2
O=c1c2ccccc2nc(-c2cccc(Cl)c2)n1O | -2% | 38% | 9% | 4% | ? | ? | -38%[59 µM] | -3%[11.5 µM] | -3
CN(Cc1cccc(-n2cccn2)c1)Cc1cn(C)nc1-c1ccccc1F | -9% | 9% | 15% | -1% | -12% | 0% | -4% | i | 1
Cc1ccc(N2C(=O)C3C(c4ccccc4)(C2=O)C3(c2ccccc2)c2ccccc2)cc1 (stereo not given) | -9% | 7% | -13% | 1% | -24% | -6% | 29%[12.7 µM] | -4% | 0
COc1ccc(NS(=O)(=O)c2ccc(OC)c3ccccc23)cn1 | -11% | ? | 17% | 2% | 79µM* | 7% | -37% | 8% | 0
Cc1c(Cl)cccc1NC(=O)N1CCOc2ccccc21 | -11% | 34% | 1% | 2% | -13% | -5% | 5%[59 µM] | i | 1
Cc1cccc(NC(=O)c2cnn(-c3ccccc3)c2-n2cccc2)c1C | -13% | -5% | -17% | 1% | -14% | -6% | -15%[59 µM] | -2% | 0
S=c1[nH]nc(-c2ccc3ccccc3n2)o1 | -16% | 69%[activator] | 17% | -1% | -33% | 6% | 8.9µM* | -8% | 2
O=C(CCS(=O)(=O)c1ccccc1)Nc1nc2ccc(F)cc2s1 | -9% | 27% | 0% | 21% | -3% | 13% | -8% | -2% | 5
Nc1c(Br)cc2c([nH]c(=O)c3ccccc32)c1Br | ? | -17% | -1% | ? | ? | · | · | -16% | -6
COc1ccc(C(CNC(=O)c2cccc(NS(=O)(=O)c3ccc(C)c(F)c3)c2)N2CCOCC2)cc1 (stereo not given) | -13% | 20% | -6% | 1% | 1% | 0% | -35% | -4% | 0
Cc1ccc(C)c(N2CCN(CCCNC(=O)Cn3c(=O)c4cccn4c4cccnc43)CC2)c1 | -13% | 35% | 16% | -3% | -26% | -21%[57.1 µM] | -12% | 0% | -2
Cc1ccc(S(=O)(=O)N2CCC(n3c(C)nc4cccnc43)CC2)c(C)c1 | -17% | 19% | 0% | -8% | 0% | -3% | -4%[59 µM] | -9% | 3
Cc1ccc(-n2nnnc2CN2CCCCC2)cc1 | -2% | 38%[activator] | 7% | 1% | 0% | -13% | -4% | -1% | 1

This is a subset; count on the stated rates, not on these rows.
